Screens deposited in PubChem by National Center for Advancing Translational Sciences (NCATS).
EPAC1 antagonist = qHTS for Antagonist of cAMP-regulated guanine nucleotide exchange factor 3 (EPAC1): primary screen; Rap guanine nucleotide exchange factor 3 (Homo sapiens), O95398; EPAC1 GEF assay, Rap1b-BODIPY-GDP exchange fluorescence; Potency, µM (highest dose often 115 µM), for the others: at the top dose activity change, negative = inhibition, most hits filed as inhibitors; 360,000 compounds, 0.14% hits;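 note: potency is the fitted concentration of half-maximal effect; plate controls were vehicle for no effect and positive control for full effect; nearly all actives have a fitted effect of over 50% in size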
FUS suppressor = qHTS for Suppressors of FUS Proteinopathy: Primary screen using FUS-linked yeast assay. AID 1347120, 2019. Potency, µM (top dose mostly 76.6 µM), for inactives: top-dose growth rescue (activation), most hits filed as activators. S. cerevisiae FUS-expressing, growth rescue, OD600, 24 h. 390,000 compounds, 0.24% hits;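 note: potency is the fitted concentration of half-maximal effect; plate controls were DMSO vehicle for no effect and reference control for full effect; nearly all actives have a fitted effect of over 55% in size; some results filed as inactive show a strong effect at the top dose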
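Compound concentration series was pinned onto galactose-induced FUS-expressing yeast seeded at OD 0.005. Plates sat 24hr at 30C; absorbance at 600 nm gave growth. DMSO served as background control.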
Abeta yeast res = qHTS for compounds that reverse cellular toxicity of Amyloid beta (A-beta) peptide in yeast: Primary Screen | yeast expressing A-beta42, growth rescue, OD600, 48 h; response scale: 0% DMSO, 100% iron-clioquinol control | Potency, µM (titrated, usually from 46.1 µM), for the others: at the highest dose growth rescue, usual class: activators | 410,000 compounds, 0.063% hits; note: potency is the fitted concentration of half-maximal effect; nearly all actives have a fitted effect of over 55% in size
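Yeast growth medium received pinned compounds, then yeast cells expressing toxic A-beta were added; plates incubated at 30 C for 48 hr. Growth read as absorbance at 600 nm, normalized to DMSO and equimolar FeCl3 plus clioquinol controls.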
WRN inhibitor = qHTS for Inhibitors of WRN Helicase. Bifunctional 3'-5' exonuclease/ATP-dependent helicase WRN (Homo sapiens), Q14191. 360,000 compounds, 0.46% hits. Potency, µM (top dose mostly 114 µM), for the others: top-dose activity change, negative = inhibition, usual class: inhibitors. WRN helicase unwinding, fluorescent forked duplex, kinetic; note: potency is the fitted concentration of half-maximal effect; % is set by controls: 0 for no effect and ±100 for the full control effect; nearly all actives have a fitted effect of over 55% in size
Target sequence (Q14191 whole entry, looked up): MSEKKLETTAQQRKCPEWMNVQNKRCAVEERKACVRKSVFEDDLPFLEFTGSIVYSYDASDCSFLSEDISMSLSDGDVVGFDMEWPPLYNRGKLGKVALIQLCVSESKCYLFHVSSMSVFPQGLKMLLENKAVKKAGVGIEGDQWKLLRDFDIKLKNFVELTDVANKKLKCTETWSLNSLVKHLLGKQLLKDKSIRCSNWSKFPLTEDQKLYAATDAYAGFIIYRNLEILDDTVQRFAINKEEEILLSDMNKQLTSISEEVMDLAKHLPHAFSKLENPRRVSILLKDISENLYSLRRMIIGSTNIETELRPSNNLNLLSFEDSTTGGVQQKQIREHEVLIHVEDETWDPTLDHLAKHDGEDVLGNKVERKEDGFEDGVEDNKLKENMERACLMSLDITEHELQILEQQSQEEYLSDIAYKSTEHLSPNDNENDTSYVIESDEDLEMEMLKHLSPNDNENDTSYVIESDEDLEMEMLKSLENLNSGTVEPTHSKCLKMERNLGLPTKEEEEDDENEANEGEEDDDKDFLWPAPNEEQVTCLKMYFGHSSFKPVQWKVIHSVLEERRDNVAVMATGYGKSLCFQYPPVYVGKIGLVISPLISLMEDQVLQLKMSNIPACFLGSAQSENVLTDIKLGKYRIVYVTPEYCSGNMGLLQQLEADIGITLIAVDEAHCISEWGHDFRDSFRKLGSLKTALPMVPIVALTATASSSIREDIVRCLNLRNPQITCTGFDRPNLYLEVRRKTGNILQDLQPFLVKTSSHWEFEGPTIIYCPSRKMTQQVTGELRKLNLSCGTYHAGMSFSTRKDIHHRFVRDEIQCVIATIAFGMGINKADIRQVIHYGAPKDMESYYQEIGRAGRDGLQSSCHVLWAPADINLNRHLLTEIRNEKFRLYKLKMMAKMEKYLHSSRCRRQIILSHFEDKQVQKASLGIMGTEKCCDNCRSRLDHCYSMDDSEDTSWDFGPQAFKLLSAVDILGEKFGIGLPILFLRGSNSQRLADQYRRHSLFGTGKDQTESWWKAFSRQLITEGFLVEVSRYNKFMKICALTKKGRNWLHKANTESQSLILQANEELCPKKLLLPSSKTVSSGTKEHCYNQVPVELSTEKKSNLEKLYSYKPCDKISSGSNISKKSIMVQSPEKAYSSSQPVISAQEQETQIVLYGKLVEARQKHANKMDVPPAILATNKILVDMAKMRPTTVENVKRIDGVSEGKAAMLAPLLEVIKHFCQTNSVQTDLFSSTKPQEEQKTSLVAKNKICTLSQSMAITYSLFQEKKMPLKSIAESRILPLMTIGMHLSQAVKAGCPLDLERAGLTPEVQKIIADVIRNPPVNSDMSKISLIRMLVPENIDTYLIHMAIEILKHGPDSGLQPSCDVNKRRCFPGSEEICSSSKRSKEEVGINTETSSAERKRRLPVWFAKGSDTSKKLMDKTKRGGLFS
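Screening of the MLSMR collection measured strand separation of a quenched forked DNA duplex (100 nM) by 20 nM WRN with 2 mM ATP, all final. Compounds were preincubated with enzyme 15 min at room temperature.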
PLK1 PBD inh = qHTS for Inhibitors of PLK1-PDB (polo-like kinase 1 - polo-box domain): Primary Screen. Serine/threonine-protein kinase PLK1 (Homo sapiens), P53350. Plk1 PBD binding of FITC phosphopeptide, fluorescence polarization. Potency, µM, for the others: max response, negative = inhibition, most hits filed as inhibitors. 360,000 compounds, 2.8% hits. AID 720504, 2013; note: potency is the fitted concentration of half-maximal effect; series mostly up to about 57 µM; % is set by controls: 0 for no effect and ±100 for the full control effect; nearly all actives have a fitted effect of over 65% in size
PI5P4Ka inh = qHTS for Inhibitors of phosphatidylinositol 5-phosphate 4-kinase (PI5P4K); PI5P4Kalpha enzyme, ADP-Glo luminescence, 60 min; active compounds read low; max response, %; 330,000 compounds, 1.2% hits; active = max response of -50% or lower; inconclusive = between -30% and -50%; inactive = -30% or higher; note: value at the top dose of about 77 µM; % is set by controls: 0 for no effect and ±100 for the full control effect
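Reactions run in 0.038 M HEPES pH 7.4, 0.28 mM EGTA, 0.1% CHAPS and 5% DMSO, with PI5P4Kalpha, substrate, compound and 5 microM ATP final, one hour at room temperature. Readout is ADP-Glo luminescence.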
IL-2 act = qHTS of IL-2 Activators | IL-2 activation reporter assay, cell-based qHTS; stimulated with anti-CD3/CD4/CD28 beads; in transgenic mouse T cells | activation, % (series mostly up to about 46 µM) | 360,000 compounds, 0.065% hits; in the data active = activation above about 50%; inconclusive = mostly about 30% to 49%; note: 0% is about no effect
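Unstimulated transgenic mouse T cells preincubated 60 min with compound, then stimulated with anti-CD3/anti-CD4-coated beads plus anti-CD28 for 18 h at 37 degrees C. IL-2 response read as EGFP and DsRed fluorescence by plate cytometry.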
aSyn rescue = qHTS of alpha-syn Inhibitors. 370,000 compounds, 0.14% hits. AID 652106, 2013. Yeast expressing alpha-synuclein, growth rescue, BacTiter-Glo, 24 h. Potency, µM (highest dose often 46.1 µM), for inactives: at the highest dose growth rescue (activation), hits mostly activators; note: potency is the fitted concentration of half-maximal effect; % of control where 0% means no effect; nearly all actives have a fitted effect of over 65% in size
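Rescue of yeast growth: cells expressing toxic alpha-synuclein, induced in galactose at OD600 0.02, incubated with compound 24 h at 30 C. ATP luminescence quantified growth; inhibitors of toxicity appear as activators.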
EPAC1 agonist = qHTS for Agonist of cAMP-regulated guanine nucleotide exchange factor 3 (EPAC1): primary screen. 360,000 compounds, 0.073% hits. EPAC1 agonist qHTS, biochemical assay; response scale: 100% = response to 6.5 mM cAMP. Rap guanine nucleotide exchange factor 3 (Homo sapiens), O95398. Potency, µM (titrated, usually from 154 µM), for inactives: at the highest dose activation, usual class: activators; note: potency is the fitted concentration of half-maximal effect; nearly all actives have a fitted effect of over 60% in size
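Nucleotide exchange by EPAC1 (100 nM) on Rap1B–BODIPY-GDP (250 nM) in the presence of 50 uM GDP is tracked fluorescently at 480/540 nm over 30 min. Signals are normalized to a 6.5 mM cAMP control.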
* = called active by the depositor; ? = inconclusive; / = no result given; & = joins results of further samples; [ ] = remark or other dose. Unless noted, calls come from the whole dose curve; as a rule, active = well fitted curve in the direction sought with a large enough effect; inconclusive = small, poorly fitted or top-dose-only effect, or another doubt; inactive = no such curve, though single readings can be large; an effect the other way counts as inactive or inconclusive.

The opening 2 entries, to show the layout:
Second line of a record – EPAC1 antagonist	FUS suppressor	Abeta yeast res	WRN inhibitor	PLK1 PBD inh	PI5P4Ka inh	IL-2 act	aSyn rescue	EPAC1 agonist
Cn1ncc(N=Cc2ccccc2)c1C(=O)Nc1cccc(Cl)c1
→ 0%	5%	-10%	-9%	1%	-1	1.6	2%	3%
COc1cc2c(cc1OC)C(c1ccccc1)N(C(=O)CCl)CC2 (stereo not drawn)
→ -2%	-4%	-15%	-4%	-3%	3	-3.4	1%	-2%

The whole of this part, repeating the preview:
Second line of a record – EPAC1 antagonist	FUS suppressor	Abeta yeast res	WRN inhibitor	PLK1 PBD inh	PI5P4Ka inh	IL-2 act	aSyn rescue	EPAC1 agonist
Cn1ncc(N=Cc2ccccc2)c1C(=O)Nc1cccc(Cl)c1
→ 0%	5%	-10%	-9%	1%	-1	1.6	2%	3%
COc1cc2c(cc1OC)C(c1ccccc1)N(C(=O)CCl)CC2 (stereo not drawn)
→ -2%	-4%	-15%	-4%	-3%	3	-3.4	1%	-2%
O=S1(=O)N=C(Nc2nc3c(s2)CCCC3)c2ccccc21
→ -17%	17%	-19%	1%	?	3	1.4	-12%	9%
Cc1c(Nc2ncccc2C(=O)O)cccc1C(F)(F)F
→ 10%	-33%	-18%	1%	0%	-2	0.1	3%	-16%
CCOC(=O)C1=NN(c2ccccc2)C(c2ccccc2)CC1=O (stereo not drawn)
→ 3%	14%	2%	-7%	2%	2	-1.3	3%	1%
CC(=O)Nc1ccc(CN(C)c2c(C)nc3ccc(C(=O)N4CCN(C(=O)c5ccco5)CC4)cn23)cc1
→ -16%	3%	-4%	0%[57.1 µM]	0%	4	-0.6	-1%	-7%
COc1cccc(C(O)c2nc(-c3cccc(F)c3)cs2)c1 (stereo not drawn)
→ -16%	2%	21%	-8%	0%	16	-0.6	17%	3%
COc1ccc(C(C)=O)cc1CN(c1ccccc1OC)S(=O)(=O)c1cccs1
→ 2%	23%	24%	-2%	-1%	0	-3.0	-7%	15%
CC(C)n1cc(CN2CCC(C(=O)Nc3cccc(-c4cccc(Cl)c4)c3)CC2)cn1
→ 11%	19%	10%	8%	-5%	1	-3.7	-8%	-1%
CCOc1ccc(-n2cc(-c3ccccc3)c3c(=S)nc[nH]c32)cc1
→ ?	?	?	-7%	-3%	4	-0.6	-2%	16%
S=C1NC[C@H](CC2CCCCC2)N1CC1CCCCC1
→ -13%	25%	-16%	2%	-10%	5	-0.8	-13%	-7%
CCOC(=O)Cc1csc(SCC(=O)NC2CCCC2)n1
→ 9%	-8%	6%	-11%	-9%	-3	0.5	-2%	5%
CSCCC(NC(=O)c1ccc(Cl)cc1Cl)C(=O)N1CC(C)OC(C)C1 (stereo not drawn)
→ -3%	-14%	-35%	1%	-14%	-4	-0.4	-4%	-7%
N/C(=N\S(=O)(=O)c1cccs1)c1ccccc1Cl
→ 8%	-9%	3%	-4%	-4%	1	-0.6	?	1%
CC(=O)N(c1ccccc1)C1SC(=O)N(c2ccccc2)C1=O (stereo not drawn)
→ 1%	?	19%	86%[activator]	21µM*	/	-0.1	-5%	12%
Cc1ccc(-c2nc(Nc3cccc(C)c3)sc2CC(=O)O)cc1
→ -5%	17%	-10%	8%	?	-1	-0.3	11%	-14%
Cc1c(N(C(=O)CNC(=O)c2ccccc2)C2(C(=O)NC3CCCCC3)CCCCC2)c(=O)n(-c2ccccc2)n1C
→ -14%	7%	-12%	4%	-8%	-3	-1.6	-1%	5%
CCOc1ccc2c(c1)C(N(CCN1CCOCC1)C(=S)Nc1ccccc1OC)CC(C)(C)O2 (stereo not drawn)
→ 7%	15%	-5%	-1%	-7%	-8	1.1	-1%	-5%
O=C(Cn1c(=O)oc2cc(S(=O)(=O)N3CCCC3)ccc21)N1CCN(C2CCCCC2)CC1
→ 1%	-16%	2%	-1%	6%	-4	-1.2	1%	4%
O=C(CNC(=O)c1ccccc1F)N/N=C/c1cc(Br)ccc1OCc1ccccc1
→ -3%	28%	-8%	-4%	-13%	-2	-0.8	15%	11%
Cc1cc([N+](=O)[O-])c(C)cc1-c1ccc(/C=N/NC(=O)Cn2nnnc2N)o1
→ -8%	20%	3%	?	-24%	-6	1.3	-2%	8%
Cc1ccccc1NC(=O)c1sc2nc[nH]c(=O)c2c1C
→ -3%	-1%	2%	-20%	-9%	/	-2.8	8%	12%
COc1ccc(C(=O)NNC(=O)C(=O)Nc2ccc(C)cc2)cc1
→ 4%	10%	-14%	-25%	4%	-3	-0.7	1%	1%
C=CC(C)(O)CCCC(C)CCCC(C)CCCC(C)C (stereo not drawn)
→ 5%	-29%	-25%	-3%	1%	31	0.7	12%	-7%
CCc1nn(CC(=O)NCCC2=CCCCC2)c(=O)c2cc3cc(F)ccc3n12
→ 12%	12%	2%	-2%[57.1 µM]	0%	-1	-3.0	-1%	3%
Cc1ccc(NC(=S)N(CCN2CCOCC2)Cc2ccccc2F)cc1Cl
→ -18%	9%	-4%	-12%	-19%	10	0.1	-1%	10%
COc1cc(F)ccc1-c1cc(C(=O)NCc2cc(C(F)(F)F)cc(C(F)(F)F)c2)[nH]n1
→ -18%	-24%	-1%	-4%	-1%	0	2.3	1%	-18%
O=C(Oc1nsnc1N1CCOCC1)N(c1ccccc1)c1ccccc1
→ 10%	26%	-10%	-1%	0%	0	-2.7	0%	12%
CC1(C(=O)NCc2cccs2)Cc2c(-c3ccccc3)ccnc2O1 (stereo not drawn)
→ 12%	10%	-15%	0%	-8%	-2	1.0	27%	1%
N#CC1=C(SCC(=O)NC2CCCCC2)NC(=O)CC1c1ccco1 (stereo not drawn)
→ -12%	/	10%	-15%	-4%	5	-2.4	1%	-13%
Cc1cn([C@H]2C[C@H](O)[C@@H](CCC(=O)NCc3ccc4c(c3)OCO4)O2)c(=O)[nH]c1=O
→ 21%	2%	-11%	-11%	-5%	8	0.0	-4%	3%
CN(C)CC(=O)N1CCc2ccccc2C1
→ -2%	-25%	-13%	5%	8%	-5	-2.0	1%	-7%
COc1ccc(NC(=S)NC(=O)/C=C/c2ccccc2)cc1
→ 12%	-14%	?	10%	-9%	-3	-3.6	-1%	-10%
Cc1cc(OCc2nc(-c3cccs3)no2)cc(C)c1Cl
→ -6%	-30%	23%	1%	-11%	5	-1.1	-4%	-12%
Cn1cc([N+](=O)[O-])c(C(=O)N/N=C/c2ccc([N+](=O)[O-])cc2)n1
→ 3%	/	5%	-21%	0%	-1	-0.4	-4%	-5%
CN(C)S(=O)(=O)c1ccc(Cl)c(NC(=O)CNC2(C)CCS(=O)(=O)C2)c1 (stereo not drawn)
→ 21%	-5%	-12%	6%	-2%	-1	-0.2	-6%	10%
Cc1nc2c3ccccc3nc(NNC(=O)CCC(=O)N3CCN(c4ccc(F)cc4)CC3)n2n1
→ 18%	13%&4%	-24%&-14%	1%	-5%	-7	-2.9	2%	-16%
Cc1ccnc(Sc2ccc([N+](=O)[O-])cc2[N+](=O)[O-])n1
→ 0%	17%	-41%[inhibitor]	4%	-15%	/	-1.5	-13%	1%
O=C(NCc1cc(C(F)(F)F)cc(C(F)(F)F)c1)C12CN(Cc3ccccc3)CC1C(c1cccc([N+](=O)[O-])c1)=NO2 (stereo not drawn)
→ -4%	?	4%	-4%	-10%	0	0.7	-1%	-17%
O=C(NCC1CC1)[C@]1(C(F)(F)F)C[C@H](CCC2CCCCC2)CCCO1
→ -5%	0%	-2%	-2%	3%	9	0.8	-1%	-1%
C=CCNC(=O)c1ccc(Cn2cc(C(F)(F)F)ccc2=O)cc1
→ -2%	1%	7%	6%	3%	0	0.8	7%	-1%
COc1ccc(C(=O)N2CCCC(c3nc(-c4cccs4)no3)C2)cc1OC (stereo not drawn)
→ -3%	-7%	2%	0%	0%	/	-1.7	2%	5%
CCOC(=O)C1=CNS(=O)(=O)NC1c1ccccc1 (stereo not drawn)
→ 7%	-20%	-8%	-1%	-20%	0	1.7	4%	0%
Cc1cccc(OCC(=O)Nc2ccccc2F)c1
→ -2%	7%	-7%	3%	-3%	-14	-0.6	-6%	3%
COc1ccc(N2CCN(C(=O)c3ccc(S(=O)(=O)NCc4ccco4)cc3)CC2)cc1
→ -4%	24%	-2%	1%	-15%	5	0.0	0%	-2%
COC(=O)c1ccc(CNC(=O)COC(=O)CNS(=O)(=O)c2ccc(C)cc2)cc1
→ -9%	-25%	9%	9%	-9%	-6	-1.7	-3%	12%
CC(=O)Nc1ccc(OCCC[n+]2cccc(C(=O)[O-])c2)cc1
→ -13%	2%	-5%	5%	-7%	-4	1.0	1%	1%
CCC1CCCCN1CC(O)Cn1c2ccccc2n2c(=O)cc(C)c(C#N)c12 (stereo not drawn)
→ 6%	9%	8%	-1%	1%	0	-0.8	8%	4%
